# High-throughput results from PubChem.
# KKLEB cytotox: counter-screen for CF NF-kB inhibitors: cytotoxicity; AID 602141; 360,000 tested, 0.36% active; activity change (cytotoxicity), % at 5 µM; KKLEB CF airway cells viability, ATPlite luminescence, overnight; hits give low values; cells stimulated with P. aeruginosa culture filtrate;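 active = corrected activity change at or below -50% at 5 µM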
# Peg3 promoter: reduces Peg3 promoter-driven luciferase expression in HeLa. HeLa PEG-Prom luciferase reporter, luminescence, overnight. inhibition, % at 20 µM. 360,000 tested, 1.7% active;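 active = inhibition of at least 50% at 20 µM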
# NR2E3 ag-1: agonists of human NR2E3 nuclear receptor. CHO-S Gal4-NCOR/VP16-NR2E3 two-hybrid, luciferase. inhibition of corepressor binding, % at 3.98 µM. 360,000 tested, 0.35% active. AID 602229. Q9Y5X4;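 active = inhibition above the mean of all tested compounds plus 3 SD, cut at about 70% in these data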;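 note: 0% = DMSO with NR2E3 transfected cells and 100% = cells lacking NR2E3 construct; higher means lower luciferase signal from less NR2E3 corepressor binding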
# Target sequence (Q9Y5X4 whole entry, looked up, the tested form may be a part): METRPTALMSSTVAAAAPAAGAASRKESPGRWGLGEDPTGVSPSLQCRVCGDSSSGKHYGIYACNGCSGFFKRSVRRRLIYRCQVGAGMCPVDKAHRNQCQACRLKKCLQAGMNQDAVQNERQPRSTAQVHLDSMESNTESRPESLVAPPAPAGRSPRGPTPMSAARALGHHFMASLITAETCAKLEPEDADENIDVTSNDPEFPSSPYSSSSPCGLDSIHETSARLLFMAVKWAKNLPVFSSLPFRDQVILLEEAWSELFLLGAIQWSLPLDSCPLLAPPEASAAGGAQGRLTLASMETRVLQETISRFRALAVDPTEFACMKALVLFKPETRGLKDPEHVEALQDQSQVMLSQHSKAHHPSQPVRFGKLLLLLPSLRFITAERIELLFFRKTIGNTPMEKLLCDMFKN
# NR2E3 ag-2: NR2E3 (human) agonism. Q9Y5X4. AID 2300. 320,000 tested, 0.12% active. inhibition of corepressor binding, % at 4.78 µM. GST-NR2E3/biotin-RetCOR TR-FRET, 1536-well;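 active = percent inhibition above the cutoff of mean plus 3 SD of all tested compounds, set per screening campaign, cut at about 20% in these data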;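 note: 0% = DMSO wells and 100% = biotin wells as full block of FRET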
#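 Test system – NR2E3–RetCOR corepressor complex · Quantity – NR2E3 fusion 1.35 nM · Buffer or medium – Tris pH 7.5 · Incubation – Compound–protein incubation for 5 h at 4 °C · Technique – TR-FRET, Eu(K)-anti-GST donor, streptavidin-D2 acceptor, ex 340, em 617/671 nm · Evaluation – percent inhibition of 671/617 nm emission ratio versus biotin and DMSO controls · Plate – 1536-well format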
# TWEAK Fn14 block: blocks TWEAK-Fn14 interaction in a reporter cell assay | 360,000 tested, 2% active | inhibition, % at 10 µM | TWEAK-stimulated Fn14 reporter cells, luciferase luminescence, 8 h; in the data active = inhibition above about 50%
# aDG glyco up: increases alpha dystroglycan glycosylation; Pro5-aDG cells, alpha-DG glycosylation AlphaScreen (IIH6); 0% Pro5, 100% B10-LARGE cell signal; 360,000 tested, 0.22% active; activation, % at 10 µM;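 active = activation of at least 8% versus controls, or a plate z-score of at least 8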;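 note: Pro5 are CHO cells carrying HIG-tagged alpha-DG that lacks glycosylation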
# hiPSC survival: hiPSC single-cell survival enhancement | ATPlite luminescence; 100% = ROCK inhibitor wells, 0% = DMSO | 360,000 tested, 0.044% active | AID 602274 | survival enhancement, % at 20 µM; in the data active = survival enhancement above about 18%;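 note: cells exposed to compounds for 16 hours before the ATP read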
# CF NFkB block: inhibitors of cystic fibrosis induced NF-kB. KKLEB NF-kB-GFP reporter, PAF-induced, GFP fluorescence overnight. inhibition, % at 5 µM. 360,000 tested, 0.86% active;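 active = at least 50% inhibition at 5 µM, scaled per plate between neutral and stimulator controls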;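 note: PAF is a Pseudomonas aeruginosa culture filtrate used as stimulus; plate controls were PAF-stimulated DMSO wells for no effect and unstimulated DMSO wells for full effect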
# Shn3 3UTR inh: inhibitors of Schnurri-3 3'UTR reporter in osteoblasts; Clone20 osteoblast Shn3 3'UTR firefly luciferase, 24 h; inhibition, % at 12.5 µM; 360,000 tested, 0.52% active;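 active = mean inhibition of at least 75% with every replicate also reaching 75%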;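 note: 0% = median of neutral control wells and 100% = pilot-screen positive control compound; some compounds past the cut are filed as inactive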
# HIF-2a inh: inhibitors of HIF-2a; 360,000 tested, 0.72% active; 786-0 RCC cells HIF-2a reporter, luciferase luminescence, overnight; AID 624352; inhibition, % at 18.8 µM;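 active = inhibition of the luminescence signal of 40% or more relative to plate controls, in a single-dose primary screen at 18.75 µM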
# TRPM1 prom inh: inhibitors of MITF-driven TRPM1 promoter in melanoma cells. 330,000 tested, 0.83% active. SK-MEL-5 TRPM1 promoter luciferase, 24 h. inhibition, % at 12.5 µM;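 active = mean inhibition across replicates of 60% or more, whatever share of single replicates reaches that level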; note: values of inactives mirror those of a sister screen read the other way
# An asterisk follows results filed as active; . = not tested or not shown.
canonical_smiles,HIF-2a inh,CF NFkB block,hiPSC survival,NR2E3 ag-1,NR2E3 ag-2,Shn3 3UTR inh,KKLEB cytotox,TRPM1 prom inh,aDG glyco up,Peg3 promoter,TWEAK Fn14 block
Cc1ccc(NC(=O)CCC(=O)N/N=C/c2cccs2)cc1C,13,13,0.5,1,2,-2,-1,-10,-0.2,1,-3
CSc1ccc(S(=O)(=O)Nc2ccc(NC(C)=O)cc2)cc1,10,-5,-1.9,14,2,20,7,8,0.0,20,-2
CC[C@@H]1CCC[C@@H](O)[C@@H](C)C(=O)O[C@H](C)[C@@H](C)C/C=C(C)/C(OC)=C\C(=O)N(C)C([C@@H](C)CC)C(=O)N(C)[C@@H](C(C)C)C(=O)N(C)[C@@H](COC)C(=O)N2CCC[C@H]2C(=O)N(C)[C@@H](C(C)C)C(=O)N2CCC[C@H]2C(=O)O1 (stereo not given in full),-38,20,-3.9,97*,.,81,3,.,-0.1,28,77*
COc1cccc(N=Cc2c[nH][nH]c2=O)c1,8,16,-1.4,2,1,-13,2,7,-0.3,20,-25
CCCOc1ccc(-c2nnn(CC(=O)Nc3cccc(C(=O)OC)c3)n2)cc1,15,-10,-0.2,1,1,10,-6,-3,0.2,44,10
COc1ccccc1CNC(=O)C1CCN(C(=O)[C@@H]2Cc3ccccc3CN2)CC1,-2,2,1.4,-3,0,-19,8,-6,0.1,-8,9
COc1cc2c(cc1OC)/C(=C/C(=O)c1ccc(C)cc1)NCC2,-15,22,0.7,-31,.,19,-6,-27,0.0,-1,-3
CCc1cc2c(=O)n(-c3ccc(Br)cc3)cnc2s1,-187,20,-2.7,-82,2,-64,-8,-67,0.4,-214,-25
CCOc1ccc(CNC(=O)CCC(=O)N2CCSc3ccccc32)cc1,2,-12,0.6,-14,1,-1,6,-9,1.0,13,-17
CC(C)Cc1ccc(CN2CCC(n3nccc3NC(=O)C3CCCC3)CC2)cc1,3,8,-0.3,8,-2,14,-10,0,1.2,18,15
Cc1ccc(NC(=O)CN(C)CC(=O)Nc2sc3c(c2C(N)=O)CCC3)cc1,9,11,-0.1,-2,-1,17,-10,30,0.3,0,0
C[C@H]1COC(=O)[C@H](Cc2ccc(F)cc2)CC/C=C/C[C@@H](CC(=O)N[C@@H](CO)Cc2ccccc2)C(=O)N1,12,-10,0.2,31,.,8,-2,-18,-0.1,16,-3
O=C(O)c1cccc(Nc2nc3ccccc3nc2NS(=O)(=O)c2cccs2)c1,3,-11,-0.3,2,0,-1,2,6,0.4,-12,6
CC(=O)N[C@H]1[C@H](Oc2ccc3c(c2)CCC2C3CC[C@]3(C)C(=O)CCC23)O[C@H](CO)[C@@H](O)[C@@H]1O (stereo not given in full),18,6,-0.6,17,1,-36,9,-7,0.0,-15,4
c1ccc(N2CCOCCOCCOCCOCC2)cc1,12,4,-0.4,-1,1,-4,7,10,-0.2,2,11
CCCn1c(=O)c2ccccc2n2c(SCc3nc4ccccc4s3)nnc12,-294,-2,-0.5,-162,2,-106,12,-18,0.1,-218,20
Cc1cccc(/C=C(\C(=O)C(=O)O)c2ccc3ccccc3n2)c1,-235,-16,-0.9,-135,0,-47,7,-6,0.0,-201,-3
COc1ccc(CCNC(=O)CNC(=O)Cn2ccc3ccccc3c2=O)cc1OC,10,2,1.7,13,-3,-7,3,-2,0.1,1,-2
COc1cc(C(=O)NCCc2ccccc2)ccc1OCC(=O)N1CCOCC1,3,5,1.4,-8,1,0,-1,2,-0.2,-5,-18
O=C(Nc1cnn(Cc2c(Cl)cccc2Cl)c1)C(c1ccccc1)c1ccccc1,17,-12,-1.1,-4,3,8,11,-2,0.8,-6,-3
Cc1ccc(N(C)C(=O)C2CCCN2S(=O)(=O)c2ccc3c(c2)n(C)c(=O)c(=O)n3C)cc1 (stereo not given),11,-4,-0.2,-9,2,-11,2,-3,-0.3,6,66*
C[C@H](CO)N1C[C@H](C)[C@H](CN(C)C(=O)c2ccccc2)OCc2cnnn2CCCC1=O,10,-18,-0.9,-8,.,3,8,.,0.1,5,-3
O=C(CSc1ccccn1)N1CCCC(Nc2ccc(F)c(F)c2)C1 (stereo not given),-11,-8,-0.6,7,-1,-7,2,-1,0.4,6,-7
CCOc1cc(/C=N/NC(=O)c2cccs2)ccc1OC(=O)N1CCOCC1,-48,-11,-1.3,-45,5,-1,-1,-8,0.1,-33,-7
CCC(C)c1ccc(-n2c(=O)c3ccccc3n3c(=S)[nH]nc23)cc1 (stereo not given),-8,-3,0.1,-22,-1,-5,6,4,0.1,-5,9
CCCN1CCN(C(=O)c2cc(COc3ccc(F)c(F)c3)on2)CC1,-133,5,-0.4,-47,3,-28,-12,-50,0.0,-118,-16
Cc1c(Cl)c(C(F)(F)F)nn1CC(=O)NN,23,-2,2.7,-1,3,1,8,1,-0.1,16,14
CC(=O)NC(Cc1ccccc1F)C(=O)NC1CCN(C(=O)c2cnccn2)CC1 (stereo not given),9,3,1.0,-16,-2,-6,3,-6,-0.1,-6,-6
Cn1ncc(Br)c1C(=O)NC1CCCC1,19,8,-0.3,-25,-1,2,20,-14,0.1,8,0
O=C(NCCCN1CCCC1=O)Nc1ccc([N+](=O)[O-])cc1,-43,12,-0.8,-6,4,-20,0,-16,-0.1,-26,-18

canonical_smiles,HIF-2a inh,CF NFkB block,hiPSC survival,NR2E3 ag-1,NR2E3 ag-2,Shn3 3UTR inh,KKLEB cytotox,TRPM1 prom inh,aDG glyco up,Peg3 promoter,TWEAK Fn14 block
O=C(Nc1ccc2c(c1)OCCO2)C(c1cc2ccccc2o1)N1CCN(c2ccc(C(F)(F)F)cn2)CC1 (stereo not given),-22,-14,-0.7,29,.,-11,5,.,-0.1,-21,88*
COc1ccccc1N1CC(C(=O)Nc2nnc(SCC(=O)NCC3CCCO3)s2)CC1=O (stereo not given),12,-19,-0.2,-17,-1,7,11,0,-0.1,6,10
CC12CCC(c3n[nH]c(=S)nc31)C2(C)C (stereo not given),3,3,6.1,-19,5,12,-2,-4,-0.3,4,8
Cc1sc(NC(=O)c2ccccc2)c(C#N)c1-c1ccccc1,-231,-8,-1.0,-129,-1,-11,5,-49,0.2,-296,-5
O=C(Cc1ccccc1)NCC(=O)Nc1cccc(Cl)c1,0,-13,0.4,-4,-1,8,10,15,-0.2,4,52
COc1ccc(OCC(=O)NCC(c2cccs2)N2CCOCC2)cc1 (stereo not given),6,11,0.1,-8,0,-5,-7,6,0.1,14,3
O=C1C2C3C=CC(C3)C2C(=O)N1c1ccc(S(=O)(=O)Nc2nccs2)cc1 (stereo not given),14,-6,0.0,-24,2,2,9,1,0.0,16,8
O=C(O)CCCn1nc(C(F)(F)F)c2c1CCCCC2,11,2,1.0,-13,-4,-13,2,7,-0.1,11,2
CS(=O)(=O)N1CCN(c2cnn(-c3ccccc3)c(=O)c2Cl)CC1,-28,-4,2.6,-7,-5,-18,3,-16,0.3,-11,20
O=C(CN1C(=O)c2ccccc2S1(=O)=O)Nc1ccc([N+](=O)[O-])cc1,24,-53,-1.3,15,.,-7,16,-15,0.1,7,22
CCOC(=O)c1nnn(-c2nonc2N)c1CN(C)C1CCCCC1,12,8,-1.5,-8,-1,-32,-5,-13,-0.2,9,-5
COc1ccccc1C=NN1CCCCCC1,-11,8,-0.6,-19,.,4,-7,.,0.0,0,5
Cc1ccccc1S(=O)(=O)N1CCN(C)CC1,25,-4,-0.6,-8,-3,-15,11,1,-0.1,0,0
CC1=CC(C)C2C(=O)N(c3ccccc3)C(=O)C2C1 (stereo not given),12,3,3.2,9,1,0,12,-1,-0.1,-10,3
CCOC(=O)C(C(=O)Nc1ccccn1)C1CCCCC1 (stereo not given),16,-1,2.2,-10,3,-24,-4,3,-0.2,6,10
CCCCN1CCc2[nH]c(=S)[nH]c(=O)c2C1,20,6,-1.4,5,0,-23,4,1,0.1,10,11
Cc1cc(=O)oc2cc(OCC(=O)Nc3nnc(CC(C)C)s3)ccc12,17,10,-0.6,-7,-3,10,3,-7,-0.2,-13,-3
C[C@@H]1CN([C@H](C)CO)C(=O)c2cccc(NC(=O)c3ccncc3)c2O[C@@H]1CN(C)Cc1ccc(C(=O)O)cc1,15,-4,1.0,-16,.,-8,5,4,0.2,15,-11
CCCn1nc(C(=O)Nc2cccc(C(=O)OC)c2)c2ccccc2c1=O,-1,-30,1.8,-24,1,2,0,1,0.0,17,23
Cc1ccc(-c2nnn(CC(=O)N(CCO)C(C(=O)NC3CCCCC3)c3ccncc3)n2)o1 (stereo not given),13,6,0.2,-5,-1,-18,-9,0,0.1,2,0
CCC(CC)C(=O)Nc1cc(C)cc(C)c1,8,-8,-3.7,-7,-1,-2,4,-3,0.2,2,-31
CC(=O)c1ccc2c(c1)OCCOCCOc1ccccc1OCCOCCO2,22,-3,0.3,-11,0,2,7,9,-0.1,14,-19
CCN(Cc1ccccc1)S(=O)(=O)c1ccc(C(=O)Nc2nnc(-c3ccccc3OC)o2)cc1,17,12,0.1,0,2,26,-4,37,1.3,19,-9
O=C(CCN1CCCCO1)N1CCCC(N2CCN(c3ccc(F)cc3)CC2)C1 (stereo not given),2,17,-0.6,-11,1,13,-6,-12,0.1,14,-2
COc1ccc(Cn2nnnc2CN2CCC(O)(c3ccc(F)cc3)CC2)cc1,-3,-4,1.2,-19,4,-3,-5,-1,-0.2,7,4
COc1ccc(CCNC(=O)c2ccc(NS(=O)(=O)c3c(C)noc3C)cc2)cc1OC,15,2,4.8,-12,2,1,-4,-4,0.0,1,-3
COCc1cc(C)n(CC(=O)NC(C)c2ccccc2)c(=O)c1C#N (stereo not given),14,1,3.7,-6,0,7,5,1,-0.2,3,-14
O=C(NCC(=O)N(Cc1ccccc1)C(C(=O)NC1CCCC1)c1ccco1)c1ccco1 (stereo not given),4,-5,-1.1,-23,0,11,-14,3,-0.2,17,8
C(=N\N1CCN(Cc2ccccc2)CC1)/c1cccs1,-161,-6,-1.2,-35,-6,-43,-5,-40,-0.3,-87,-23
Cc1cc(C)n2nc(C(=O)OCC(=O)N(CC(C)C)CC(C)C)nc2n1,10,2,0.1,0,1,-1,-3,8,-0.2,4,10
C#CC[N+](C)(C)CC#Cc1ccccc1,14,8,-3.8,-24,5,-18,6,-9,0.0,27,-4

# Some of these compounds in order of count of non-hydrogen atoms, ascending.
canonical_smiles,HIF-2a inh,CF NFkB block,hiPSC survival,NR2E3 ag-1,NR2E3 ag-2,Shn3 3UTR inh,KKLEB cytotox,TRPM1 prom inh,aDG glyco up,Peg3 promoter,TWEAK Fn14 block
CCCCN1CCc2[nH]c(=S)[nH]c(=O)c2C1,20,6,-1.4,5,0,-23,4,1,0.1,10,11
COc1ccc(OCC(=O)NCC(c2cccs2)N2CCOCC2)cc1 (stereo not given),6,11,0.1,-8,0,-5,-7,6,0.1,14,3
O=C(CCN1CCCCO1)N1CCCC(N2CCN(c3ccc(F)cc3)CC2)C1 (stereo not given),2,17,-0.6,-11,1,13,-6,-12,0.1,14,-2
